Screens from PubChem.
PAX8 reporter: inhibitors of PAX8-driven TPO luciferase reporter, primary screen, RMG-I cells, single concentration; SteadyGlo, 24 h; inhibition, % at 12.6 µM; actives 1.2% (n = 360,000); AID 652154, 2013;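 active = mean replicate inhibition at least 60% with every replicate also reaching 60%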;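 note: luciferase light reporting Pax8 driven TPO promoter activity; plate controls were median of neutral control wells for no effect and mitoxantrone controls for full effect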
ERAP1 HTS inh: human ERAP1 aminopeptidase inhibitors, primary screen, biochemical, single point, plate reader. Endoplasmic reticulum aminopeptidase 1 (Homo sapiens), Q9NZ08. inhibition, % at 10.7 µM. actives 0.15% (n = 340,000). recombinant ERAP1, Leu-AMC fluorescence, 60 min;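 active = mean replicate inhibition of at least 30%, or all replicates individually reaching that 30% level; inactive = mean below 30% and not every replicate reaching it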;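 note: 0% = neutral control wells and 100% = L-leucinethiol positive control wells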
Target sequence (Q9NZ08 whole entry, looked up): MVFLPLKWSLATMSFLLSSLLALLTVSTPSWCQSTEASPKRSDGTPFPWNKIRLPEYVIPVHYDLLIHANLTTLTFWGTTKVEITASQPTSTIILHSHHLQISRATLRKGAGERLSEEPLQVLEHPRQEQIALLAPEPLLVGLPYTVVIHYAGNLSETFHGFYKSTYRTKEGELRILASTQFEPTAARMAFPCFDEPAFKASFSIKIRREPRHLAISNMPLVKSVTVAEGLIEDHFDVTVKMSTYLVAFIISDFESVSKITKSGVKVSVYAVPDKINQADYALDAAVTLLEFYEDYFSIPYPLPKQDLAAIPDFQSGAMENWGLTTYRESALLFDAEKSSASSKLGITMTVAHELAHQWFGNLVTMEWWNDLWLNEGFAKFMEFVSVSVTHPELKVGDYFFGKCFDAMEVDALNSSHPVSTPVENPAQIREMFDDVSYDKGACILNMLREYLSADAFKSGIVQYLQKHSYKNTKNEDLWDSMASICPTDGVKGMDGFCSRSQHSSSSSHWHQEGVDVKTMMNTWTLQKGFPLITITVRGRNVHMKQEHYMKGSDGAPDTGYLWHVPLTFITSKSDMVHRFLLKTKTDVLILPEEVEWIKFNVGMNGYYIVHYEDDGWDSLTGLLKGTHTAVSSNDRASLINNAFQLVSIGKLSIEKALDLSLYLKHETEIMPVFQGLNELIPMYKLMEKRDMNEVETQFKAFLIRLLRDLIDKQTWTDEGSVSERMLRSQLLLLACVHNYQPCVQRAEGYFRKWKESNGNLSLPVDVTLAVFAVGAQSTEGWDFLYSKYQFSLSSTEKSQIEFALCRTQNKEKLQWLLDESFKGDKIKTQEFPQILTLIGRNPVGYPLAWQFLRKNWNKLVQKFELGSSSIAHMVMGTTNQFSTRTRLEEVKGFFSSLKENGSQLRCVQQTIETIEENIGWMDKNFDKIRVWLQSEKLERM
PGC1a acetyl inh: inhibitors of PGC1a acetylation signal, primary screen, cell-based, U2OS, AlphaScreen, inhibitor mode; AlphaScreen anti-acetyl-lysine; with virally co-expressed GCN5 acetyltransferase; inhibition, % at 15.6 µM; actives 0.17% (n = 350,000); AID 651687, 2012;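 active = every replicate shows inhibition of at least 40%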;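 note: 0% = neutral control wells and 100% = positive control wells; some results beyond the cut were filed as inactive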
S100A4 MyoIIA: inhibitors of S100A4-myosin IIA peptide binding, primary screen, biochemical, fluorescence polarization, TAMRA-MyoIIA peptide; inhibition, % at 10.7 µM; actives 0.14% (n = 360,000); AID 652163, 2013;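 active = mean inhibition of at least 70% across replicates, with every replicate also reaching that level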
Target sequence (P26447 whole entry, looked up): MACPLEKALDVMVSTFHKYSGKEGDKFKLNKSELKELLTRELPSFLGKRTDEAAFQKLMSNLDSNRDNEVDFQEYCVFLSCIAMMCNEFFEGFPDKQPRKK
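Test system: S100A4 monomer protein. Medium: HEPES buffer with Ca2+, pH 7.2. Reagent: fluorescent myosin IIA peptide, 5 nM. Compound dosing: single-point compound testing. Timing: 5 min between mix addition and reading. Benchmarks: DMSO neutral and TFP positive wells.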
PglD inh: C. jejuni PglD acetyltransferase inhibitors, primary screen, biochemical, DTNB colorimetric, single point; actives 0.098% (n = 360,000); inhibition, % at 12.5 µM; AID 602405, 2012; purified PglD enzyme, DTNB colorimetric CoA detection; in the data active = inhibition above about 16%, passing the limit was not always enough; note: strong numbers were not always called active
LGR2 inh: inhibitors of bursicon-induced LGR2 CRE-luciferase signal, primary screen, cell-based, HEK293, CRE-luciferase reporter, bursicon stimulation; bursicon-stimulated, 4 h; inhibition, % at 9.99 µM; actives 0.35% (n = 380,000); AID 720647, 2013;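 active = drop in luminescence signal, shown as inhibition above about 50% in the replicate tests, limit read from the data, passing the limit was not always enough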;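 note: agonist challenge used bursicon conditioned medium at about half maximal strength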
EWS-Fli block: EWS/Fli-driven NR0B1 reporter inhibitors, primary screen, A673 cells, NR0B1 luciferase, luminescence, MLPCN library; inhibition, % at 12.6 µM; actives 0.67% (n = 350,000); viability-normalised;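 active = mean inhibition of at least 50% after viability correction, with every replicate also passing that limit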;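 note: firefly luciferase signal divided by Alamar Blue viability fluorescence both relative to DMSO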
FN deposition inh: inhibitors of fibronectin matrix deposition, primary screen, AH1F cells, Alexa488-fibronectin fluorescence, plate reader. inhibition, % at 12.6 µM. AH1F fibroblasts, overnight. actives 0.086% (n = 350,000). AID 743247, 2014;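 active = mean inhibition across replicates of 30% or more, regardless of how many single replicates reach that level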;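 note: positive control wells lacked labelled fibronectin entirely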
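Material – AH1F fibroblast monolayer, labelled fibronectin deposition · Reagent – labelled fibronectin 24 nM · Timing – 1 h adhesion, overnight exposure · Measured by – fluorescence at 485 nm excitation, 525 nm emission · Read-out – inhibition of fibronectin deposition signal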
* hit, by the source's call. The order is random; any-hit rate near 2.1%.

`COc1cccc(C(=O)N2C[C@H]3[C@@H](c4ccccc42)[C@H](CO)N3Cc2ccccc2Cl)c1` gave PAX8 reporter 22.7, ERAP1 HTS inh 0.3, PGC1a acetyl inh -28.4, S100A4 MyoIIA 1.9, PglD inh -1.8, LGR2 inh 6.3 and EWS-Fli block 6.9.
`C[C@@H]1CCCCO[C@@H](CN(C)C(=O)Nc2ccc(C(F)(F)F)cc2)[C@H](C)CN([C@H](C)CO)C(=O)c2cc(NC(=O)C3CCCCC3)ccc2O1` gave PAX8 reporter 22.0, ERAP1 HTS inh 0.6, PGC1a acetyl inh -5.0, S100A4 MyoIIA -20.5, PglD inh 0.5, LGR2 inh 9.9 and EWS-Fli block 7.3.
For CO[C@H]1CN(C)C(=O)c2cc(NC(=O)C3CC3)ccc2OC[C@H](C)N(Cc2ccc(F)cc2)C[C@H]1C the results were PAX8 reporter 14.8, ERAP1 HTS inh 0.5, S100A4 MyoIIA -21.2, PglD inh 2.4, LGR2 inh 0.4, EWS-Fli block -5.0 and FN deposition inh -1.2.
For COc1ccc(NC(=S)N2CCN(c3ccccn3)CC2)cc1 the results were PAX8 reporter 1.8, ERAP1 HTS inh 4.1, S100A4 MyoIIA -1.9, LGR2 inh -4.7 and EWS-Fli block -3.8.
O=C1CC(N2CCC(c3nc4ccccc4s3)CC2)C(=O)N1 (stereo not given) was read as PAX8 reporter 11.8, PGC1a acetyl inh 9.8, PglD inh 3.1 and FN deposition inh -6.6.
Screening CC(C)(Cc1ccc(O)cc1)NC(=O)c1ccccc1 returned PAX8 reporter 2.5, ERAP1 HTS inh -4.5, S100A4 MyoIIA -0.1, PglD inh -5.5, LGR2 inh 6.1, EWS-Fli block -0.7 and FN deposition inh 1.5.
For C[C@@H]1CCCCO[C@H](CN(C)C(=O)c2ccccc2)[C@@H](C)CN([C@H](C)CO)C(=O)c2cc(NC(=O)Nc3cccc4ccccc34)ccc2O1 the results were ERAP1 HTS inh -3.7, PGC1a acetyl inh 6.5, S100A4 MyoIIA -8.8, PglD inh -2.9, LGR2 inh 12.0 and EWS-Fli block -1.5.
`CC(C)CN1CCC(=O)N([C@H](CN=[N+]=[N-])Cc2ccccc2)CC1` gave PAX8 reporter -7.2, PGC1a acetyl inh -7.9, S100A4 MyoIIA -3.7, PglD inh 0.5, LGR2 inh -3.5, EWS-Fli block 3.5 and FN deposition inh -6.9.
For COc1ccc(NC(=O)N(C)C[C@H]2Oc3c(NC(=O)C4CCOCC4)cccc3C(=O)N([C@@H](C)CO)C[C@@H]2C)cc1 the results were PAX8 reporter -46.1, ERAP1 HTS inh -2.7, PGC1a acetyl inh 4.8, S100A4 MyoIIA 4.8, PglD inh 3.2, LGR2 inh 2.3 and EWS-Fli block 19.0.
`NC(=O)C1(N2CCCCC2)CCN(C(=O)c2cccs2)CC1` gave PAX8 reporter 8.6, ERAP1 HTS inh 3.1, PGC1a acetyl inh -11.6, S100A4 MyoIIA 0.0, PglD inh -2.4, LGR2 inh -19.9, EWS-Fli block -7.4 and FN deposition inh -2.3.
COc1ccccc1-c1cn(CC[C@H]2CC[C@H](NC(=O)C3CC3)[C@H](CO)O2)nn1 was read as PAX8 reporter 6.9, ERAP1 HTS inh -1.9, PGC1a acetyl inh 7.7, S100A4 MyoIIA -7.0, PglD inh -2.9, LGR2 inh 12.2, EWS-Fli block 4.8 and FN deposition inh -2.8.
Screening Cc1ccc2c3c([nH]c2c1C)-c1nonc1CC3 returned PAX8 reporter -127.5, PGC1a acetyl inh -17.6, PglD inh -1.6 and FN deposition inh 0.0.
For CO[C@H]1CN(C)C(=O)c2cc(NC(=O)NC(C)C)ccc2OC[C@H](C)NC[C@H]1C the results were PAX8 reporter 5.3, PGC1a acetyl inh -11.7, PglD inh 0.7, LGR2 inh -7.2 and EWS-Fli block 1.1.
For CCOC(=O)c1c(C)[nH]c(C)c1S(=O)(=O)N(C)CC(=O)Nc1cccc(F)c1 the results were PAX8 reporter 12.3, ERAP1 HTS inh -2.5, PGC1a acetyl inh -2.6, S100A4 MyoIIA -1.0, PglD inh 3.0, LGR2 inh -17.0, EWS-Fli block 0.6 and FN deposition inh 7.2.
O=[N+]([O-])c1ccccc1S(=O)(=O)NC1CCCCCCC1 was read as PAX8 reporter 47.0, ERAP1 HTS inh 0.5, PGC1a acetyl inh 2.8, S100A4 MyoIIA -0.4, PglD inh 8.7, LGR2 inh -2.0, EWS-Fli block 3.6 and FN deposition inh 1.8.
N#Cc1ccccc1NC(=O)COC(=O)CN1C(=O)C2CCCCC2C1=O (stereo not given) was read as PAX8 reporter -3.7, ERAP1 HTS inh 0.3, PGC1a acetyl inh 0.4, S100A4 MyoIIA -2.3, PglD inh -4.0, EWS-Fli block 4.2 and FN deposition inh -8.0.
O=C1C=C(c2ccc(C(=O)O)cc2)C[C@@H](c2ccc3c(c2)OCO3)C1 was read as PAX8 reporter -138.7, PGC1a acetyl inh 6.7, S100A4 MyoIIA 4.8, PglD inh -3.9, LGR2 inh 4.2, EWS-Fli block 5.8 and FN deposition inh -12.5.
Screening COc1ccc(N2CCN(C(=O)CNS(=O)(=O)c3ccc(C)cc3)CC2)cc1 returned PAX8 reporter 9.8, ERAP1 HTS inh -0.4, PGC1a acetyl inh -7.0, S100A4 MyoIIA 3.5, LGR2 inh 19.4, EWS-Fli block 3.5 and FN deposition inh 3.4.
For CCNC(=S)NNC(=O)c1ccc(=O)n(Cc2ccccc2)c1 the results were PAX8 reporter 1.9, ERAP1 HTS inh 28.3, PGC1a acetyl inh 9.4, S100A4 MyoIIA -1.2, PglD inh 0.9, LGR2 inh -6.4, EWS-Fli block 3.8 and FN deposition inh -9.3.
O=c1cc(-c2ccccc2)[nH]c2cc(F)ccc12 was read as PAX8 reporter 10.8, ERAP1 HTS inh 2.5, S100A4 MyoIIA 14.0, PglD inh 4.2, LGR2 inh -17.7, EWS-Fli block 54.2* and FN deposition inh 3.2.
C[C@H]1CN([C@@H](C)CO)C(=O)c2cc(NC(=O)Cc3ccccc3)ccc2O[C@@H]1CN(C)C(=O)NC1CCCCC1 was read as PAX8 reporter 1.9, ERAP1 HTS inh 10.7, PGC1a acetyl inh 0.6, S100A4 MyoIIA 4.8, PglD inh 0.5, LGR2 inh 3.3, EWS-Fli block -15.9 and FN deposition inh 18.6.
For Cc1ccc(CNS(=O)(=O)c2cc(F)ccc2CN2C(=O)c3cccnc3C2=O)o1 the results were PAX8 reporter -3.2, ERAP1 HTS inh 0.6, PGC1a acetyl inh 3.0, S100A4 MyoIIA -0.6, PglD inh 5.3, LGR2 inh 5.3, EWS-Fli block -0.9 and FN deposition inh -8.4.
Screening C[C@H]1CN([C@@H](C)CO)C(=O)c2cc(C#Cc3cccnc3)cnc2O[C@@H]1CN(C)Cc1cccnc1 returned ERAP1 HTS inh 5.6, PGC1a acetyl inh 8.4, S100A4 MyoIIA 14.4, PglD inh -3.8, LGR2 inh 8.7, EWS-Fli block -16.9 and FN deposition inh -12.5.
Screening Cc1ccc(S(=O)(=O)NC(C)(C)CN2CCc3ccccc3C2)cc1 returned PAX8 reporter 7.2, ERAP1 HTS inh 0.4, PGC1a acetyl inh -8.9, S100A4 MyoIIA 4.3, PglD inh 0.5, LGR2 inh 13.5, EWS-Fli block 6.6 and FN deposition inh -0.7.
For COc1ccc(NC(=O)N(C)C[C@@H]2Oc3ccc(NC(=O)C4CCCCC4)cc3CC(=O)N([C@H](C)CO)C[C@H]2C)cc1 the results were ERAP1 HTS inh 0.2, PGC1a acetyl inh 5.0, S100A4 MyoIIA 4.9, PglD inh 0.9, LGR2 inh -2.5, EWS-Fli block -5.1 and FN deposition inh 0.0.
Screening CCOC(=O)c1cc[nH]c1CC(=O)NC returned PAX8 reporter -0.4, ERAP1 HTS inh 2.1, S100A4 MyoIIA -8.9, PglD inh -2.3, LGR2 inh 0.6, EWS-Fli block 3.7 and FN deposition inh -0.1.
Screening C[C@H](CO)N1C[C@H](C)[C@@H](CN(C)C(=O)c2cccnc2)Oc2cc(/C=C/c3ccccc3)ccc2S1(=O)=O returned ERAP1 HTS inh 0.3, PGC1a acetyl inh -4.3, S100A4 MyoIIA 18.0, PglD inh -2.9, LGR2 inh -1.6, EWS-Fli block -12.1 and FN deposition inh 8.9.
COc1ccc([N+](=O)[O-])cc1NC(=O)C(C)OC(=O)C1CCCC1 (stereo not given) was read as PAX8 reporter 12.4, ERAP1 HTS inh 0.7, PGC1a acetyl inh 12.8, S100A4 MyoIIA 0.7, PglD inh -4.8, LGR2 inh 14.8, EWS-Fli block -2.0 and FN deposition inh 4.1.
For Cc1ccc(CNS(=O)(=O)c2ccc(C(C)(C)C)cc2)n1C the results were ERAP1 HTS inh 1.1, PGC1a acetyl inh 6.7, S100A4 MyoIIA 1.5, PglD inh 1.3, LGR2 inh 9.7 and FN deposition inh -7.2.
For COc1ccc(NC(=O)Cn2c3ccccc3c3nc4n(c(=O)c32)CCS4)cc1OC the results were PAX8 reporter 29.8, ERAP1 HTS inh -2.1, S100A4 MyoIIA -5.8, PglD inh 5.5, LGR2 inh -1.0, EWS-Fli block -5.7 and FN deposition inh 0.7.

Filtered by structure, those above with a nitro group on carbon
O=[N+]([O-])c1ccccc1S(=O)(=O)NC1CCCCCCC1 was read as PAX8 reporter 47.0, ERAP1 HTS inh 0.5, PGC1a acetyl inh 2.8, S100A4 MyoIIA -0.4, PglD inh 8.7, LGR2 inh -2.0, EWS-Fli block 3.6 and FN deposition inh 1.8.
COc1ccc([N+](=O)[O-])cc1NC(=O)C(C)OC(=O)C1CCCC1 (stereo not given) was read as PAX8 reporter 12.4, ERAP1 HTS inh 0.7, PGC1a acetyl inh 12.8, S100A4 MyoIIA 0.7, PglD inh -4.8, LGR2 inh 14.8, EWS-Fli block -2.0 and FN deposition inh 4.1.

Later entries:
For C[C@@H]1CN([C@@H](C)CO)S(=O)(=O)c2ccc(-c3ccccc3)cc2O[C@@H]1CN(C)Cc1cncnc1 the results were PAX8 reporter -2.7, ERAP1 HTS inh 0.2, PGC1a acetyl inh -9.7, S100A4 MyoIIA 11.3, PglD inh 2.7, LGR2 inh 8.0 and EWS-Fli block 0.0.
Screening O=C1N(Cc2cccnc2)C[C@@H]2C[C@@H](c3ccc4nsnc4c3)N3CCC[C@@]123 returned PAX8 reporter -5.6, ERAP1 HTS inh -3.0, S100A4 MyoIIA -8.3, LGR2 inh 14.4, EWS-Fli block 0.4 and FN deposition inh -6.2.
`COc1ccc([C@H]2CC(=O)C=C(c3ccc4c(c3)sc3ccccc34)C2)cc1` gave PAX8 reporter 0.8, PGC1a acetyl inh 10.6, S100A4 MyoIIA -0.2, PglD inh -0.4, LGR2 inh -29.8, EWS-Fli block 2.2 and FN deposition inh -22.6.
COc1ccccc1OCC(=O)Nc1c2c(nn1-c1ccccc1)CS(=O)(=O)C2 was read as PAX8 reporter 9.7, ERAP1 HTS inh -1.6, PGC1a acetyl inh 1.4, S100A4 MyoIIA -4.5, PglD inh -6.3 and LGR2 inh 4.4.
